GSIS activator – primary screen for activators of insulin secretion dependent on glucose, INS-1E cells, GLuc reporter luminescence | INS-1E GLuc reporter insulin secretion, 2-3 h | actives 0.61% (n = 370,000) | activation, % at 16.6 µM;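 active means lowest replicate activation of at least 40%, so every replicate reaches that level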;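 further: 0% = median of neutral control wells and 100% = median of IBMX positive control wells; some compounds called inactive have numbers as strong as hits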
XiGFP reactiv – activators of X-chromosome reactivation in mouse fibroblasts | XiGFP mouse fibroblasts, % GFP-positive cells imaging, 3 d; cells co-treated with 5-aza-dC sensitizer; scaled so ellipticine positive control = 100% | activation, % at 7.58 µM | actives 0.055% (n = 360,000);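 active means mean normalized replicate activation at least 10% and every replicate at or above 10%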;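 further: 0% = median of on-plate neutral control wells and 100% = ellipticine 6 µM median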
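Schedule: 3 d treatment, 15 min room-temperature fixation; system: 68-5-11 XiGFP fibroblast line; buffer or medium: DMEM plus 5-aza-dC sensitizer; control set: ellipticine 6 µM positive control; compound: one concentration, pinned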
esBAF inh – blocks esBAF chromatin remodeling in mouse ES cells; Bmi1-luciferase knock-in reporter, 24 h; 100% = twice the neutral-well signal; reporter increase, % at 12.5 µM; actives 2% (n = 350,000); AID 602393; in the data active means activation above about 40%;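 further: 0% = median of the plate's neutral control wells and 100% = double that signal; a rise in the Bmi1 reporter signal indicates esBAF inhibition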
ARNT TACC3 PPI – disrupts binding between human ARNT and TACC3; AlphaScreen His-ARNT PAS-B/GST-TACC3 binding, luminescence; TACC3 fragment carries E629A point mutation; inhibition, % at 9.99 µM; actives 0.66% (n = 390,000); AID 623870;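 active means mean inhibition of replicates at least 50% and at least half of replicates each reaching 50%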;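 further: 0% = complete ARNT plus TACC3 wells and 100% = ARNT alone without TACC3; many hits fall short of the cut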
RAD52 inh – blocks human RAD52 DNA annealing | P43351 | recombinant RAD52 DNA annealing, FRET fluorescence | inhibition, % at 18.7 µM | actives 0.46% (n = 360,000) | AID 651710;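 active means every replicate showing at least 50% inhibition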
RAD54 branch – blocks human RAD54 Holliday junction branch migration | FAM/BHQ fluorescence | actives 0.14% (n = 360,000) | Q92698 | inhibition, % at 10.4 µM;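 active means mean normalized replicate activity at least 40 and at least half of replicates scoring 40 or more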;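 further: 0% = median of neutral control wells and 100% = median of positive control wells; inhibitors cause a drop in the FAM fluorescence signal; in these data hits start at about 50%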
CFTR F508del cor – CFTR F508del correction in bronchial cells; CFBE cells, YFP halide quenching; stimulated with forskolin plus potentiator P3; % fluorescence drop versus neutral controls; actives 0.36% (n = 350,000); activity (quench increase), % at 7.58 µM;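 active means mean added fluorescence quench of at least 8% versus neutral control, with both replicates also reaching 8%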;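 further: cells transiently co-express mutant CFTR-F508del with the halide-sensitive YFP; corrector assay measuring rescue of mutant channel to the surface after 24 h compound exposure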
ERAP1 HTS inh – blocks human ERAP1 aminopeptidase activity; recombinant ERAP1, Leu-AMC fluorescence, 60 min; inhibition, % at 10.7 µM; actives 0.15% (n = 340,000); AID 652197;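 active means mean replicate inhibition of at least 30%, or all replicates individually reaching that 30% level; inactive means mean below 30% and not every replicate reaching it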;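 further: 0% = neutral control wells and 100% = L-leucinethiol positive control wells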
Target sequence (Q9NZ08 whole entry, looked up): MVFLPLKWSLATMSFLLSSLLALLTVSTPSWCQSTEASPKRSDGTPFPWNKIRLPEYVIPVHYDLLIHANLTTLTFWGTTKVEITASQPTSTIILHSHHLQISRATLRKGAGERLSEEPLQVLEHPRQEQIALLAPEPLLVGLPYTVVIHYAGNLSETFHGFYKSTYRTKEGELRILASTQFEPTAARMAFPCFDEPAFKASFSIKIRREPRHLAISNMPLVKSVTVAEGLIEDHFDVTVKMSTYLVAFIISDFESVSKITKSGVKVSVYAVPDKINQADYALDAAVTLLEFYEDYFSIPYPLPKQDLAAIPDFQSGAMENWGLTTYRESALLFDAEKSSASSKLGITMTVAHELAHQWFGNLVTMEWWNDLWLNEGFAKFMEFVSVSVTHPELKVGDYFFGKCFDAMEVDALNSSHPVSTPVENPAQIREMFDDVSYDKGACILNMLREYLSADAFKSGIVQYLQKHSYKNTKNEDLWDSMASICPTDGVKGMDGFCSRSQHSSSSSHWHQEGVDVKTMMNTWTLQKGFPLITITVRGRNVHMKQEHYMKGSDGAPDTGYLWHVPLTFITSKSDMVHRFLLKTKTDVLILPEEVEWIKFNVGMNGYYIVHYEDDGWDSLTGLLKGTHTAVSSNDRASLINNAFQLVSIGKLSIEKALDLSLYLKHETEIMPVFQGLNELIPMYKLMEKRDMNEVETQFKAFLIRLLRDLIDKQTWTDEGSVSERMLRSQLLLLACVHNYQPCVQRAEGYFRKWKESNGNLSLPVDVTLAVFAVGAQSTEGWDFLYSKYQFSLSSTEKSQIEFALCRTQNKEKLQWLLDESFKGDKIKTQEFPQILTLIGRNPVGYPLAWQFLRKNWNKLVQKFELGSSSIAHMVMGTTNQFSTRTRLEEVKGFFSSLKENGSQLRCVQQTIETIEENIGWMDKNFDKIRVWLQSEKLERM
Active calls of the source: *; . = not tested or not shown.

Short keys – A = GSIS activator; B = XiGFP reactiv; C = esBAF inh; D = ARNT TACC3 PPI; E = RAD52 inh; F = RAD54 branch; G = CFTR F508del cor; H = ERAP1 HTS inh
> CN(C)c1ccc(/C=N/NC(=O)CNC(=O)c2ccncc2)cc1
  A = 27; B = 0.9; C = -7; D = -24; E = -10; F = 8; G = -2.8; H = 0

> C[C@H](CO)N1C[C@H](C)[C@H](CN(C)S(=O)(=O)c2ccccc2)Oc2ncc(-c3cccc(C(=O)N(C)C)c3)cc2C1=O
  A = 3; B = -1.2; C = -3; D = 4; E = 7; F = 5; G = 0.7; H = .

> COc1cccc(-c2cnc3c(NC=O)cc(-c4cc(C)c(O)c(C)c4)cn23)c1
  A = 14; B = 0.4; C = -14; D = .; E = 5; F = -16; G = 4.2; H = -3

> CCOC(=O)c1cnc2c(C(=O)OC)cccc2c1NCc1cccnc1
  A = 12; B = 0.2; C = .; D = 7; E = 8; F = .; G = -0.3; H = 9

> COc1ccc(/C=C/C(=O)OCC(=O)N2c3ccccc3CC2C)cc1 (stereo unspecified)
  A = 7; B = 0.0; C = -5; D = .; E = -5; F = 1; G = .; H = -11

> CC(C)(C)c1ccc(S(=O)(=O)N2CCN(C(=O)C3=COCCO3)CC2)cc1
  A = .; B = 0.0; C = 11; D = .; E = -4; F = -5; G = -0.4; H = -2

> COCC(=O)Nc1ccc2c(c1)[C@H]1C[C@@H](CC(=O)NCc3ccccn3)O[C@H](CO)[C@H]1O2
  A = 15; B = 0.0; C = -1; D = .; E = -1; F = -9; G = -3.4; H = 3

> CC1CCN(C(=O)c2[nH]cnc2C(=O)Nc2ccon2)CC1
  A = 5; B = 0.1; C = 2; D = 3; E = -11; F = -9; G = -1.6; H = 0

> Cn1cccc1C1CCCN1CC(=O)Nc1ccc(F)c(F)c1F (stereo unspecified)
  A = -16; B = 0.2; C = 5; D = 0; E = -54; F = 2; G = -0.9; H = -2

> O=C(C[C@H]1C[C@@H]2c3cc(NC(=O)c4ccc5c(c4)OCO5)ccc3O[C@@H]2[C@H](CO)O1)NCc1cccnc1
  A = 29; B = 0.2; C = 1; D = 2; E = 0; F = -1; G = -3.7; H = -1

> CCOc1cc(Cl)c(CNCCCN2CCOCC2)cc1OC
  A = 5; B = 0.3; C = -1; D = -1; E = -13; F = -8; G = 0.0; H = .

> O=C(NC1CCCc2c1cnn2-c1cc(F)cc(F)c1)c1cc[n+]([O-])cc1 (stereo unspecified)
  A = -4; B = 3.8; C = -7; D = 0; E = -14; F = 3; G = 0.3; H = 0

> Oc1ccc(CN2CCC(Cc3ccccc3)CC2)c2cccnc12
  A = -45; B = 0.0; C = .; D = .; E = -2; F = .; G = .; H = -10

> Cc1ccc(S(=O)(=O)N2CCN(S(=O)(=O)c3ccc(C)cc3)C2c2ccccc2)cc1
  A = 6; B = .; C = -2; D = -3; E = .; F = -6; G = .; H = .

> CC(C)=C1CCC(C)CC1=NNC(N)=S (stereo unspecified)
  A = .; B = 0.2; C = 6; D = 4; E = 1; F = 3; G = -0.8; H = -6

> CNC[C@H]1OCCCC[C@@H](C)Oc2ccc(NS(=O)(=O)c3ccccc3)cc2C(=O)N([C@H](C)CO)C[C@@H]1C
  A = 14; B = 0.2; C = -5; D = -9; E = 5; F = 8; G = -5.5; H = 0

> CCC(=O)Nc1ccc2c(c1)OC[C@@H](C)N(Cc1cncnc1)C[C@@H](C)[C@H](OC)CN(C)C2=O
  A = -7; B = 0.4; C = 0; D = -8; E = -4; F = 3; G = -1.6; H = -2

> O=C(NNC(=O)c1ccc(F)c(S(=O)(=O)N2CCOCC2)c1)c1ccc(Br)cc1
  A = 21; B = 0.0; C = 1; D = 2; E = -14; F = 2; G = -0.2; H = -2

> O=C(NC(=S)N1CC=CCC1)c1ccccc1
  A = -9; B = 0.2; C = .; D = .; E = -19; F = .; G = 2.0; H = -5

> CCNC(=O)[C@H]1[C@H](CO)[C@H]2Cn3c(ccc(/C=C/c4ccccc4)c3=O)[C@@H]1N2C(=O)c1ccncc1
  A = -9; B = 0.1; C = -3; D = -9; E = -1; F = 8; G = 0.1; H = 1

> CON(C)C(=O)CC(CN(Cc1ccccc1)C(=O)OC(C)(C)C)c1ccc(Cl)cc1 (stereo unspecified)
  A = -34; B = -0.1; C = -2; D = 1; E = -5; F = 2; G = 0.6; H = 3

> Cc1ccc(C)c(C(=O)OCC(=O)Nc2cccc(S(=O)(=O)N3CCCCC3)c2)c1
  A = .; B = 0.0; C = 12; D = -1; E = -18; F = -4; G = 1.3; H = -1

> C[C@@H]1CCCCO[C@H](CN(C)Cc2ccc(C(=O)O)cc2)[C@H](C)CN([C@@H](C)CO)C(=O)c2cc(NC(=O)C3CCCCC3)ccc2O1
  A = 6; B = 0.3; C = 1; D = -1; E = -1; F = 7; G = -1.1; H = -4

> COCCn1cnc2c1c(=O)n(CC(=O)NN)c(=O)n2Cc1ccccc1
  A = -11; B = 0.1; C = -10; D = 4; E = 1; F = 6; G = 5.0; H = 0

> CC(=O)N1CCN(S(=O)(=O)c2cccc(C(=O)NC3CC3)c2)CC1
  A = .; B = 0.3; C = -6; D = -8; E = -8; F = -1; G = 3.7; H = -2

> N#Cc1cccc(-c2ccc([C@H]3[C@@H](CO)N4CCCCN(C(=O)Nc5ccc(F)cc5)C[C@@H]34)cc2)c1
  A = -19; B = 0.1; C = .; D = 12; E = -14; F = -1; G = 0.9; H = 3

Rewritten bar-delimited: part of the list above
SMILES | GSIS activator | XiGFP reactiv | esBAF inh | ARNT TACC3 PPI | RAD52 inh | RAD54 branch | CFTR F508del cor | ERAP1 HTS inh
Oc1ccc(CN2CCC(Cc3ccccc3)CC2)c2cccnc12 | -45 | 0.0 | . | . | -2 | . | . | -10
Cc1ccc(S(=O)(=O)N2CCN(S(=O)(=O)c3ccc(C)cc3)C2c2ccccc2)cc1 | 6 | . | -2 | -3 | . | -6 | . | .
CC(C)=C1CCC(C)CC1=NNC(N)=S (stereo unspecified) | . | 0.2 | 6 | 4 | 1 | 3 | -0.8 | -6
CNC[C@H]1OCCCC[C@@H](C)Oc2ccc(NS(=O)(=O)c3ccccc3)cc2C(=O)N([C@H](C)CO)C[C@@H]1C | 14 | 0.2 | -5 | -9 | 5 | 8 | -5.5 | 0
CCC(=O)Nc1ccc2c(c1)OC[C@@H](C)N(Cc1cncnc1)C[C@@H](C)[C@H](OC)CN(C)C2=O | -7 | 0.4 | 0 | -8 | -4 | 3 | -1.6 | -2
O=C(NNC(=O)c1ccc(F)c(S(=O)(=O)N2CCOCC2)c1)c1ccc(Br)cc1 | 21 | 0.0 | 1 | 2 | -14 | 2 | -0.2 | -2
O=C(NC(=S)N1CC=CCC1)c1ccccc1 | -9 | 0.2 | . | . | -19 | . | 2.0 | -5
CCNC(=O)[C@H]1[C@H](CO)[C@H]2Cn3c(ccc(/C=C/c4ccccc4)c3=O)[C@@H]1N2C(=O)c1ccncc1 | -9 | 0.1 | -3 | -9 | -1 | 8 | 0.1 | 1

Compound profiles, as listed above. Order of screens: GSIS activator | XiGFP reactiv | esBAF inh | ARNT TACC3 PPI | RAD52 inh | RAD54 branch | CFTR F508del cor | ERAP1 HTS inh
Profile of `O=C(C[C@H]1C[C@@H]2c3cc(NC(=O)c4ccc5c(c4)OCO5)ccc3O[C@@H]2[C@H](CO)O1)NCc1cccnc1` = 29 | 0.2 | 1 | 2 | 0 | -1 | -3.7 | -1
Profile of `CC(=O)N1CCN(S(=O)(=O)c2cccc(C(=O)NC3CC3)c2)CC1` = . | 0.3 | -6 | -8 | -8 | -1 | 3.7 | -2
